5HT1E ag = agonists of human 5-HT1E serotonin receptor | P28566 | CHO 5-HT1E Ga15 NFAT-bla reporter, FRET; 0% DMSO wells, 100% control agonist wells | activation, % at 6 µM | 65,000 tested, 0.69% active;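 active means activation above a set limit, the screen-wide mean activation plus 3 SD, cut at about 8.5% in these data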;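 further: 100% = positive control agonist at 1 µM giving full maximal response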
Target sequence (P28566 whole entry, looked up): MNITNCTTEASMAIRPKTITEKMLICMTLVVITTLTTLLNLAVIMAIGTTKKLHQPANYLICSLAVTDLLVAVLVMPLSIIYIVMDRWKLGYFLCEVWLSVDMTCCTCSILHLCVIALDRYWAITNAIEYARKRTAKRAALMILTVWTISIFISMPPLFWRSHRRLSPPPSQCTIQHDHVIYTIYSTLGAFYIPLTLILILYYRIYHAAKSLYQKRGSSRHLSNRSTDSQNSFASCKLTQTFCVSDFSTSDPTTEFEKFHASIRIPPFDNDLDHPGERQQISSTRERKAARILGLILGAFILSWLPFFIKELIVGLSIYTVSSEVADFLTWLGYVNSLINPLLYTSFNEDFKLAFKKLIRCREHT
MMP-13 inhibitor = MMP13 (human) collagenase inhibition; AID 570; MMP-13 fTHP FRET cleavage, Mca fluorescence; P45452; 65,000 tested, 0.07% active; inhibition, % at 4 µM;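 active means inhibition above the mean of compound-free control plate wells plus 3 SD, cut at about 14% in these data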;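 further: 0% = DMSO wells and 100% = wells with reference MMP-13 inhibitor after basal subtraction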
HTR1E antagonist = antagonists of human 5-HT1E serotonin receptor | P28566 | 65,000 tested, 0.99% active | CHO 5-HT1E Ga15 NFAT-bla reporter, FRET, antagonist | AID 571 | inhibition, % at 6 µM;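 active means inhibition above a set limit, the mean inhibition across every tested compound plus 3 SD, cut at about 29% in these data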;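 further: signal is the 460 over 535 nm emission ratio of beta-lactamase substrate; 0% = agonist plus DMSO wells and 100% = wells without agonist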
5-HT1A blocker = 5-HT1a (human) receptor antagonism. P08908. CHO 5-HT1a Ga15 NFAT-bla reporter, antagonist mode. 62,000 tested, 0.68% active. inhibition, % at 10 µM;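 active means inhibition above the mean of all tested compounds plus 3 SD, cut at about 43% in these data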;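 further: receptor stimulated by 5-CT agonist at 100 nM near EC80; beta-lactamase reporter measured by ratiometric fluorescence of a cleavable substrate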
A340 absorber = compounds absorbing at 340 nm. compound absorbance at 340 nm, fold over control. fold change at 10 µM. AID 708. 65,000 tested, under 10 active;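 active means at 10 µM dose, initial 340 nm absorbance at least 2 fold that of control wells; inactive means change under 2 fold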;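 further: initial absorbance extrapolated from kinetic A340 decline of NADH oxidation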
Autofluor 339 = intrinsic fluorescence of library compounds, ex339/em460 – biochemical, MLSMR library, data from DPM-DC assay, artefact control, profiling panel; compound autofluorescence, ex339/em460 nm, NADH buffer; stronger effect = higher value; 1 = no-compound wells, NADH background; fluorescence fold increase at 10 µM; 65,000 tested, 5.5% active;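 active means at 10 µM, mean starting fluorescence two-fold or more over control wells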;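 further: signal is the first read of a kinetic run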
S1P3 ag = agonists of human S1P3 receptor | S1P3 NFAT-BLA reporter cells, agonism, FRET ratio; relative to 1 µM S1P, basal subtracted | 60,000 tested, 0.1% active | activation, % at 4.5 µM | AID 373;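 active means activation above the screen-wide mean plus 3 SD, cut at about 4.5% in these data, passing the limit was not always enough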; further: some compounds called inactive have numbers as strong as hits
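Assay system: stable CHO line with human S1P3, Gα16, NFAT-BLA reporter; Detection: FRET β-lactamase substrate fluorescence, excitation 405 nm, 460/535 nm emission ratio, background-subtracted; Read-out: percent activation versus median 1 µM S1P response, basal-subtracted, per plate; Incubation: cells plated overnight, compound 4 h 37 °C, substrate 2 h RT.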
S1P1 ag-PAM = S1P1 (human) agonism or agonism potentiation. P21453. S1P1 CRE-bla cells, forskolin, beta-lactamase FRET, potentiator mode; S1P1 agonist co-added at EC20, 2 nM; 100% = saturating reference agonist, 0% = basal. activation, % at 9.5 µM. 56,000 tested, 0.57% active. AID 449;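 active means activation above a cutoff set at the mean activation of all tested compounds plus 3 SD, cut at about 54% in these data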;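 further: forskolin at 4 µM as EC80 and the EC20 agonist is SEW2871; 100% = SEW2871 at its EC100 plus forskolin at EC80; some compounds past the cut are filed as inactive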
Target sequence (P21453 whole entry, looked up): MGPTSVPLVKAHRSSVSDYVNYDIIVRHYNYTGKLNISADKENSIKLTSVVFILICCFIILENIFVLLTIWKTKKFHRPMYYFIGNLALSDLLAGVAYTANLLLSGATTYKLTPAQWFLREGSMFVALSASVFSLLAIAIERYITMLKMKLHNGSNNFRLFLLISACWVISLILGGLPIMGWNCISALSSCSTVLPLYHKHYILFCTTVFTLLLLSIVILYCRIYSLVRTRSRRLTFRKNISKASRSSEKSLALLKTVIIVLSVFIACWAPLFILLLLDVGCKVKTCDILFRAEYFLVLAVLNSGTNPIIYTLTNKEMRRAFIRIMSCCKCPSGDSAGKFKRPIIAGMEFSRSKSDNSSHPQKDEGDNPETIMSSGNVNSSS
HER2 expr 66K = lowers expression of human Her2 kinase; HER2 level % of control, % at 10 µM; P04626; SKBR-3 HER2 protein level, AlphaScreen, 18-24 h; stronger effect = lower value; AID 645; 65,000 tested, 0.69% active;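 active means HER2 level under 5% of the carrier-only control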;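 further: 100% = DMSO carrier and 0% = 500 nM PU-H71 HSP90 inhibitor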
* hit, by the source's call; . = not tested or not shown; [ ] = dose if it differs, or a comment. Not a hit list (roughly 8.5% active in at least one column).

5HT1E ag,MMP-13 inhibitor,compound,HTR1E antagonist,5-HT1A blocker,A340 absorber,Autofluor 339,S1P3 ag,S1P1 ag-PAM,HER2 expr 66K
-0.5,-1,Cc1cccc(C2CC(c3ccc(Cl)cc3)Nc3nc(N)nn32)c1 (configuration not stated),0,3,0.98,1,0.2,-6,90
0.4,3,CCc1ccc(NC(=O)CCn2c(=O)oc3ccccc32)cc1,-5,-14,0.99,1.1,-1.6,0,79
-2.3,2,Cc1ccc(OCCn2ccc(=O)[nH]c2=O)cc1C,-4,12,0.98,1,-1.2,-18,80
-1.1,-3,CC(C)C(c1nnnn1C1CCCCC1)N1CCc2ccccc2C1 (configuration not stated),3,24,1,1.1,-0.6,12,88
-0.4,3,COC(=O)c1ccc(NC(=O)CSc2nnc(COc3ccc4c(c3)CCCC4)o2)cc1,-10,-4,1.1,1.1,-1.5,.,80
0.0,1,O=C(c1cccs1)N1CCC(N2CCN(c3ccccc3)CC2)CC1,-2,.,1.1,1.1,-2.8,0,92
0.7,1,O=C(c1ccc2ccccc2n1)N1CCN(c2ccccc2)CC1,-12,-11,1,1.1,-0.2,-10,.
0.8,-5,COc1ccc(OC)c(S(=O)(=O)NCCc2ccccc2)c1,-11,9,1,1.1,0.4,-6,106
-0.4,-8,Cc1ccc(-c2ccc(=O)n(CC(=O)NCCCN3CCCCC3)n2)cc1,2,-2,1,1.4,-0.4,2,76
-0.9,1,O=C(CSc1nc2ccccc2o1)Nc1nc2ccccc2s1,1,-5,1,1,0.7,-9,68
0.3,1,COc1cccc(-n2c(SCC(=O)NC(C)(C)C)nnc2-c2ccoc2C)c1,3,1,0.99,1.2,-0.8,3,90
0.3,0,CCOC(=O)COc1cc2c(C(=O)OCC)c(C)oc2cc1Br,-8,1,1,1.1,-0.8,-14,72
2.8,-14,O=C(NCC1CCCO1)c1cc2ccccc2[nH]1 (configuration not stated),-8,-2,1.1,1.2,-0.9,-9,93
0.0,5,COc1ccc(NC(=O)c2ccco2)cc1NC(=O)c1ccc(C)cc1,3,13,1,1.1,-1.0,16,63
-1.5,4,O=C(NCC1COCCO1)C1CCN(S(=O)(=O)c2ccccc2)CC1 (configuration not stated),-8,4,0.99,1.1,-0.3,-7,63
0.0,0,Cc1ccc(C(=O)c2cncc(Br)c2)cc1,13,11,1,1.1,-1.0,58,109
-0.4,0,CC(=O)Nc1ccc(Cc2ccncc2)cc1,-6,0,0.98,1,-0.6,-11,97
-1.0,-2,Cc1[nH]nc(N=CC2=C(O)CC(C)(C)CC2=O)c1-c1ccccc1,14,3,1,1.1,-0.3,-7,88
-0.4,5,CCOCCCNCc1cccc(OC)c1,18,-1,1,1,-0.9,9,56
-0.1,-2,CC1=C(C(=O)OCC2CCCO2)C(c2ccccc2)NC(=O)N1 (configuration not stated),1,-8,1,0.9,-0.9,-14,122
0.7,-1,Cn1c(=O)c2c(nc(SCC(=O)NCc3ccc4c(c3)OCO4)n2Cc2ccccc2)n(C)c1=O,-7,-8,0.97,1,-1.0,2,96
1.2,-5,CCCNC(=O)c1cc(-c2ccco2)on1,6,15,1,1.1,-2.6,-50,69
-0.4,4,CC(C)CCN1CCNC(=O)C1CC(=O)Nc1ccc(F)cc1 (configuration not stated),-4,9,1.1,1.1,-0.8,-20,74
-0.1,5,CCN(CC)CCCNc1nc2ccccc2[nH]1,-4,7,1.1,1.1,-1.6,-22,94
0.6,-6,CCOC(=O)c1[nH]c2ccccc2c1NC(=O)C1CCCC1,2,5,1,1.6,-2.2,6,102
0.0,6,O=C(c1ccccc1C(=O)N1CCN(c2ccc(F)cc2)CC1)N1CCN(c2ccc(F)cc2)CC1,8,14,1.1,1.1,-1.5,.,112
0.5,0,CCOC(=O)CNS(=O)(=O)c1c(C)noc1C,8,5,1,1,-1.3,16,82
0.2,-16,COc1ccc(NC(=O)CN2CCN(S(=O)(=O)c3ccc(F)cc3)CC2)cc1Cl,-3,5,1,1,-1.0,-15,91
0.2,4,CCn1cc(C(=O)OCC(=O)NCc2ccc3c(c2)OCO3)c(=O)c2ccc(C)nc21,4,-8,1,1,0.4,-21,88
-1.4,3,C=CCn1c(SCC(=O)c2ccc(OC)cc2)nnc1-c1cc2cccc(OC)c2o1,12,12,1.1,1.1,-1.4,14,89
-0.1,0,COCCn1c(=S)[nH]c2cc(C(=O)NCC3CCCO3)ccc2c1=O (configuration not stated),-3,-2,1,1.1,.,.,118
0.8,5,CCOC(=O)Nc1ccc(NC(=O)c2c(OC)cccc2OC)cc1,-6,5,1,1.1,-0.3,.,70
-0.3,0,Cc1nc(NC(=O)CN2CCOCC2)sc1-c1ccccc1,-1,3,1.1,1.1,.,.,87
0.2,-8,Cc1cc(NCCN2CCOCC2)n2ncc(-c3ccccc3)c2n1,-2,3,1.1,1.6,-0.4,0,192
-0.3,0,Cc1ccccc1CN1CCNC1=O,-4,-11,0.97,0.91,1.4,-27,109
0.2,-16,Clc1ccc(-c2nc3nc4ccccc4nc3n2Cc2ccco2)cc1,14,22,1.1,1.9,0.9,80*,86
-0.4,-3,CCCCSc1nc2c(c(=O)[nH]1)CCC2,10,-8,1,1.1,-1.0,-9,97
-0.6,1,O=C(Cn1cnc2c(nnn2Cc2ccc(F)cc2)c1=O)NC1CCCC1,-3,-1,0.98,1.1,-0.5,-2,112
1.1,4,OCCN1CCN(c2nc(-c3ccccc3)nc3c2oc2ccccc23)CC1,-7,-17,1,1.1,-0.2,-19,74
0.4,0,COCCn1c(Sc2ccccc2)nc2c1c(=O)[nH]c(=O)n2C,17,-1,0.98,1.1,-0.7,15,85
-0.9,2,CCCc1cc(Nc2cccc(OC)c2)n2ncnc2n1,5,-3,1,0.99,-0.1,4,91
-0.2,2,Cn1nnc(C(O)CN2CCOCC2)n1 (configuration not stated),-1,2,1,1.1,-1.0,-6,78
-0.3,2,COc1ccc(S(=O)(=O)N2CCN(C(=O)c3cccc(Cl)c3)CC2)cc1,0,-10,1,1.1,-0.5,.,54
-0.6,-2,Nc1nc2n(n1)C(c1ccco1)CC(c1ccc(Cl)cc1Cl)N2 (configuration not stated),3,-15,1,1.1,-0.4,-7,87
2.2,6,COCc1nnc(NC(=O)c2ccc(S(=O)(=O)N(C)c3ccccc3)cc2)o1,-7,4,1,1,4.1,-2,82
4.2,-362[fluorescence artefact?],Nc1c(C(=O)NCC2CCCO2)c2nc3ccccc3nc2n1-c1ccccc1 (configuration not stated),5,15,1.1,4.9*,0.5,-38,58
0.8,2,CSC1=NCCN1C(=O)c1ccco1,-8,-8,0.99,1.1,0.1,-5,89
-0.1,-3,CN1/C(=C\P(=O)(N(C)C)N(C)C)C(C)(C)c2ccccc21,-8,2,1,1,0.0,35,94
-0.3,4,COCCCn1c(SCC(N)=O)nnc1-c1ccccc1,-4,-5,0.98,1.1,0.8,0,82
0.3,1,O=c1c(-c2ccccc2)n[nH]c2ccccc12,-4,13,1.1,1.1,-0.1,-18,92

New compounds follow.
5HT1E ag,MMP-13 inhibitor,compound,HTR1E antagonist,5-HT1A blocker,A340 absorber,Autofluor 339,S1P3 ag,S1P1 ag-PAM,HER2 expr 66K
-0.1,1,COc1ccc(CCNC(=O)c2sc(=S)n(C)c2N)cc1,7,-5,1.1,1,-1.2,-11,108
1.0,2,O=C(NCc1cccnc1)c1c(F)c(F)c(F)c(F)c1F,-11,-7,1.1,1.1,-0.9,13,91
-1.1,0,COc1ccc2c(c1)C1CC(C)(NC(=O)C1C(=O)c1ccccc1)O2 (configuration not stated),-2,3,0.97,1.2,0.2,-7,112
1.0,-4,COc1ccccc1-c1c(C)nn2c(N3CCN(c4ccccc4OC)CC3)cc(C)nc12,0,-14,1.1,1.6,-0.1,-7,75
0.8,5,Cn1c(Sc2nc3ccccc3n2C)nc2ccccc21,-10,10,1,0.95,0.0,-8,97
-0.6,3,CCC1Oc2ccc(C)cc2N(CC(=O)NCc2ccccc2OC)C1=O (configuration not stated),0,4,0.97,1.1,-0.4,0,90
0.8,4,COc1ccccc1NC(=O)c1ccc(S(=O)(=O)N(C)C)cc1,15,14,1.1,1.1,-1.5,4,90
-0.8,-4,Cc1cccc(-c2nnc(N)s2)c1,-4,-5,1,1.1,-0.5,15,91
0.8,0,CC(=O)NCCN=C(C)c1sc2ccccc2c1O,4,4,1,1.2,-0.9,-4,119
0.4,5,CCn1c(SCc2ccc(C#N)cc2)nnc1-c1cccc(Cl)c1,2,20,1,1.1,-0.3,-3,94

Among those listed so far, these have an NH in an aromatic ring.
5HT1E ag,MMP-13 inhibitor,compound,HTR1E antagonist,5-HT1A blocker,A340 absorber,Autofluor 339,S1P3 ag,S1P1 ag-PAM,HER2 expr 66K
-2.3,2,Cc1ccc(OCCn2ccc(=O)[nH]c2=O)cc1C,-4,12,0.98,1,-1.2,-18,80
2.8,-14,O=C(NCC1CCCO1)c1cc2ccccc2[nH]1 (configuration not stated),-8,-2,1.1,1.2,-0.9,-9,93
-1.0,-2,Cc1[nH]nc(N=CC2=C(O)CC(C)(C)CC2=O)c1-c1ccccc1,14,3,1,1.1,-0.3,-7,88
-0.1,5,CCN(CC)CCCNc1nc2ccccc2[nH]1,-4,7,1.1,1.1,-1.6,-22,94
0.6,-6,CCOC(=O)c1[nH]c2ccccc2c1NC(=O)C1CCCC1,2,5,1,1.6,-2.2,6,102
-0.1,0,COCCn1c(=S)[nH]c2cc(C(=O)NCC3CCCO3)ccc2c1=O (configuration not stated),-3,-2,1,1.1,.,.,118
-0.4,-3,CCCCSc1nc2c(c(=O)[nH]1)CCC2,10,-8,1,1.1,-1.0,-9,97
0.4,0,COCCn1c(Sc2ccccc2)nc2c1c(=O)[nH]c(=O)n2C,17,-1,0.98,1.1,-0.7,15,85
0.3,1,O=c1c(-c2ccccc2)n[nH]c2ccccc12,-4,13,1.1,1.1,-0.1,-18,92
